Screening data as filed in PubChem BioAssay.
PKM2 act: increases activity of human pyruvate kinase M2; AID 1631; P14618; Potency, µM (titrated, usually from 57.5 µM), for the others: at the top dose activation, most hits filed as activators; purified PKM2, Kinase-Glo ATP luminescence, activation; response scale: 0% is enzyme alone, no compound; hit rate 0.34% among 260,000; further: potency means the concentration at half of the fitted maximal effect; on the % scale 0 is the no-effect control and ±100 the full control effect; nearly all actives have a fitted effect of over 55% in size
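Purified hPK-M2 (>95%) run at intermediate activity with 0.1 mM ADP and 0.5 mM PEP in 50 mM imidazole pH 7.2, KCl, MgCl2; 1 h room temperature. ATP formed read by Kinase-Glo luminescence; normalized to uninhibited and no-enzyme controls.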
ASM inhibitor: blocks human secretory acid sphingomyelinase. Potency, µM (highest dose often 57.5 µM), without a hit: at the top dose activity change, negative = inhibition, most hits filed as inhibitors. placental ASM, HMU-PC fluorogenic substrate, 60 min. hit rate 0.006% among 340,000; further: potency means the concentration at half of the fitted maximal effect
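Human placenta-derived ASM enzyme was preincubated with compound for 10 minutes at room temperature, then given fluorogenic substrate HMU-PC0 (9 uM final) for 60 minutes at 37 °C; a pH 10 stop preceded fluorescence reading at Ex 386/Em 447 nm.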
USP2a block: blocks human ubiquitin-specific protease USP2a; USP2 core, Ub-CHOP2 coupled fluorogenic reporter, 485/531; Potency, µM (highest dose often 38.3 µM), without a hit: at the highest dose activity change, negative = inhibition, hits mostly inhibitors; hit rate 0.01% among 330,000; AID 463254;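 further: potency means the concentration at half of the fitted maximal effect; plate controls were DMSO wells for no effect and full inhibition by NEM control for full effect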
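Deubiquitinase activity read as fluorescence (485/531 nm) after Ub-CHOP2 cleavage activates the enterokinase reporter on its substrate; USP2 core 10nM, Ub-CHOP2 and substrate 25nM each, 30min compound preincubation then 60min RT; data normalized to NEM, curves fitted.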
GALK inhibitor: blocks human galactokinase activity; P51570; Purified GALK, Kinase-Glo residual ATP luminescence; Potency, µM (doses to about 57.5 µM), without a hit: top-dose activity change, negative = inhibition, actives largely listed as inhibitors; hit rate 0.007% among 270,000; AID 1868; further: potency means the concentration at half of the fitted maximal effect; on the % scale 0 is the no-effect control and ±100 the full control effect
Target sequence (P51570 whole entry, looked up): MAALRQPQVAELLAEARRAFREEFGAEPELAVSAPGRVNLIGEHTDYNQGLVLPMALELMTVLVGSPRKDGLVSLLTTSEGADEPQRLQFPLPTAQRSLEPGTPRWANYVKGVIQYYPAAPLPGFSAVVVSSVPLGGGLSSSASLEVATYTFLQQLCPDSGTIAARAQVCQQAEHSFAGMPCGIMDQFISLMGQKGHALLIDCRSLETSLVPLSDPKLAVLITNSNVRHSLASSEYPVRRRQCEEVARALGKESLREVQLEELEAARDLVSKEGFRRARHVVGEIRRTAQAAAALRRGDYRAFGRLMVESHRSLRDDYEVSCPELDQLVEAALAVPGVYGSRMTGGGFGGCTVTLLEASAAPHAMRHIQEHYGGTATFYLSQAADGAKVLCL
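The enzyme phosphorylates galactose (100 uM) using ATP (35 uM); inhibition is detected as higher residual ATP, quantified by bioluminescence after 1 h reaction at room temperature, pH 8.0.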
hERG WT inh: KCNH2 (human, wildtype) channel inhibition; U2OS, BacMam KCNH2, thallium flux FluxOr; hits give low values; activity change, % at 1.84 µM; hit rate 0.37% among 340,000;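 active means maximum activity change below -70%; inconclusive means maximum activity change between -70% and -50%; inactive means maximum activity change above -50%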; further: on the % scale 0 is the no-effect control and ±100 the full control effect
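U2OS cells were transduced with wild-type KCNH2 virus (2.03 x 10^8 / mL) for 4 h at room temperature, then cultured overnight at 37 C. Thallium flux was read with FluxOr dye. Rate constants were normalized to DMSO controls.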
Eya2 phos inh: inhibitors of human Eya2 phosphatase activity; O00167; recombinant Eya2, OMFP fluorescence dephosphorylation (OMFP is methylfluorescein phosphate); Potency, µM (highest dose often 76.9 µM), for the others: top-dose activity, negative = inhibition, most hits filed as inhibitors; hit rate 0.006% among 330,000; AID 488837; further: potency means the concentration at half of the fitted maximal effect; on the % scale 0 is the no-effect control and ±100 the full control effect
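Eya2 (0.2 uM) preincubated 10 min at ambient with compound, then OMFP substrate added at 50 uM; 10 min reaction in 50 mM HEPES pH 7.5, 50 mM NaCl, 5 uM MgCl2, 0.05% BSA, 1 mM DTT. Fluorescence read at Ex 485/Em 525 nm.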
TSHR antag: human thyrotropin receptor antagonism | hit rate 0.2% among 330,000 | activity change, negative = inhibition, % at 11.5 µM | TSHR-expressing cells, TSH-stimulated cAMP HTRF, 2 h; hits give low values | P16473 | AID 504810;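 active means activity change below a set negative limit, meaning inhibition stronger than a set level, cut at about -70% in these data; inconclusive means activity change between two set negative limits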; further: on the % scale 0 is the no-effect control and ±100 the full control effect
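Read-out is FRET at 665 nm (cryptate excitation 337 nm) from a cryptate-tagged anti-cAMP antibody, competed by cell cAMP against cAMP-d2. Compounds are tested on freshly harvested TSHR cells challenged with 4nM TSH (EC80) for 2 hours at 37 deg C.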
Mito fusion yeast: blocks mitochondrial division or promotes mitochondrial fusion; S. cerevisiae fusion-defective mutant growth rescue, CellTiterGlo 48 h; Potency, µM (top dose mostly 46.1 µM), for the others: at the highest dose growth rescue (activation), most hits filed as activators; hit rate 0.23% among 320,000;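 further: potency means the concentration at half of the fitted maximal effect; % of control where 0% means no effect; nearly all actives have a fitted effect of over 45% in size; temperature-sensitive fusion mutants such as fzo1-1 at 37 °C on non-fermentable ethanol glycerol medium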
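Read-out: ATP-based luminescence (CellTiterGlo, 10 min ambient) reporting growth of fusion-defective ts yeast after 48 hours at 37C on glycerol/ethanol YPEG medium in the presence of compound.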
Menin-MLL TR inh: displaces Texas Red mutant MLL peptide from human menin; Menin + Texas Red MLL mutant peptide, fluorescence polarization; AID 1768; hit rate 0.23% among 270,000; O00255; Potency, µM (top dose mostly 61.6 µM), inactives show at the highest dose FP activity change, negative = inhibition, hits mostly inhibitors; active means well fitted inhibition curve with a large enough effect in the polarisation, with a control signal flat, not every such curve was filed as active; inconclusive means small, poorly fitted or top-dose-only effect, or effect the other way, or a change in a side signal; inactive means no such curve, though single readings can be large or run the other way; the % refers to the polarisation; further: potency means the concentration at half of the fitted maximal effect; % of control where 0% means no effect; many of its hits are not listed in these tables
MBNL1-CUG inh: blocks human MBNL1 binding to CUG repeat RNA. Q9NR56. TR-FRET MBNL1-His/biotin-(CUG)12 binding, 665/545 ratio. Potency, µM (series often up to 57.5 µM), inactives show at the top dose activity change, negative = inhibition, hits mostly inhibitors. hit rate 0.036% among 280,000; active means well fitted inhibition curve with a large enough effect in the signal ratio, with a control signal flat, not every such curve was filed as active; inconclusive means small, poorly fitted or top-dose-only effect, or effect the other way, or a change in a side signal; inactive means no such curve, though single readings can be large or run the other way; the % refers to the signal ratio; further: potency means the concentration at half of the fitted maximal effect; on the % scale 0 is the no-effect control and ±100 the full control effect
Target sequence (Q9NR56 whole entry, looked up): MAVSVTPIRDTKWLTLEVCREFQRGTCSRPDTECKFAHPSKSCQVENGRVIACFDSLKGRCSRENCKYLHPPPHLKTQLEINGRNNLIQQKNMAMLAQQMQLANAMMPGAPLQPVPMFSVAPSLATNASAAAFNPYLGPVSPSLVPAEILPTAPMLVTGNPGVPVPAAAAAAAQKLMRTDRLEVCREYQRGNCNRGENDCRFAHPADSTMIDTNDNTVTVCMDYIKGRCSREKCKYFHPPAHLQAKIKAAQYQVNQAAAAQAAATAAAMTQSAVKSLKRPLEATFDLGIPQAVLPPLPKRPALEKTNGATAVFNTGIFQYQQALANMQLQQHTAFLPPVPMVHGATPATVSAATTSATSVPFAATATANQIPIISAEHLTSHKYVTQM
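Compound titration spanned 92 nM–58 uM against the MBNL1-His/biotin-(CUG)12 complex. After 60 min at room temperature with 5 nM streptavidin-XL665 and 0.055 ng/ul terbium anti-His, ratiometric 665/545 nm emission (Ex 340 nm) normalized to controls.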
Chronic BCR inh: inhibitors of chronic active B-cell receptor signaling; ABC-DLBCL IkBa-CBG/CBR reporter, luminescence ratio, 4 h; Potency, µM (highest dose often 46.1 µM), for inactives: at the highest dose ratio change, negative = lower green/red ratio, usual class: inhibitors; hit rate 0.05% among 340,000; active means well fitted inhibition curve with a large enough effect in the signal ratio, with a control signal flat, not every such curve was filed as active; inconclusive means small, poorly fitted or top-dose-only effect, or effect the other way, or a change in a side signal; the % refers to the signal ratio;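 further: potency means the concentration at half of the fitted maximal effect; plate controls were basal doxycycline-induced cells for no effect and cells given 10 µM MG132 for full effect; MG132 reads +100%, hits lower the ratio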
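Concentration-response series (up to 46 uM) were applied to TMD8 dual-reporter cells for 4 h at 37C with doxycycline. Green/red ratio, after filter-overlap correction, defined %Activity; red signal alone was normalised to basal cells and zero luminescence.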
The depositor's hits bear a star; ? = inconclusive; nt = no result given; [ ] = another dose, or the depositor's remark. Unless noted, the call rests on the fitted dose curve; in most records, active means well fitted curve in the direction sought with a large enough effect; inconclusive means small, poorly fitted or top-dose-only effect, or another doubt; inactive means no such curve, though single readings can be large; an effect the other way counts as inactive or inconclusive.

SMILES	PKM2 act	ASM inhibitor	USP2a block	GALK inhibitor	hERG WT inh	Eya2 phos inh	TSHR antag	Mito fusion yeast	Menin-MLL TR inh	MBNL1-CUG inh	Chronic BCR inh
Cn1c(=O)[nH]c(=O)c2c1nc(N1CCNCC1)n2Cc1ccccc1Cl	-1%	-1%	1%	5%	-4	0%	0	1%	-2%	-5%	1%
O=C(COC(=O)C1=COCCO1)Nc1ccc(OC(F)F)cc1	2%	4%	0%	1%	-6	7%	-4	7%	36%[activator]	2%	-10%
COCC(=O)Oc1c(S(=O)(=O)c2ccc(C)cc2)c(C)nn1-c1ccccc1	-1%	6%	-1%	2%	-7	-1%	-8	-1%	24%	-4%	-4%
Cc1cc(C)c(C)c(S(=O)(=O)N2CCN(C(=O)CCC(=O)N3CCOCC3)CC2)c1C	-5%	3%	7%	0%	-11	-24%	-1	-1%	nt	-9%	2%
Cc1ccsc1/C=C(/C#N)C(=O)NCc1ccccc1	0%	0%	-5%	1%	-9	-1%	7	-1%	7%	nt	3%
COC(=O)CNC(=O)c1cccc(F)c1	2%	3%	1%	0%	14	-22%	-6	0%	1%	-6%	18%
Cc1cccc(CCNC(=O)Cc2ccc(NC3=NC4CS(=O)(=O)CC4S3)cc2)c1 (stereo not drawn)	-9%	6%	6%	nt	5	-8%	-2	-1%	5%	5%	-11%
CC1Cc2nc(SCC(=O)Nc3ccccc3F)n(C)c(=O)c2S1 (stereo not drawn)	-1%	0%	-1%	-5%	-5	3%	0	-1%	0%	6%	26%
O=C(N/N=C/c1cnc(N2CCCCC2)s1)c1ccc(Cl)cc1	0%	17%	-3%	6%	nt	-8%	3	4%	13%	?	1%
O=C(CC(c1ccccc1)c1ccccc1)OCn1nnc2ccccc2c1=O	-1%	-8%	-1%	-1%	-7	0%	-17	13%	5%	1%	?
CN(C)S(=O)(=O)c1ccc(Cl)c(NC(=O)COC(=O)CC(NC(N)=O)c2ccc(Cl)cc2)c1 (stereo not drawn)	-2%	-3%	-2%	-4%	-12	12%	-6	-1%	nt	-8%	-4%
O=C(Nc1cccc(Cl)c1)c1nc[nH]c1C(=O)N1CCN(c2ccccc2)CC1	nt	-3%	0%	nt	5	0%	-11	-6%	nt	nt	-3%
Cc1nn(C)c(NC(=O)c2ccc(Cl)cc2Cl)c1Br	nt	1%	5%	0%	6	11%	-1	nt	42%[activator]	-9%	0%
O=C(CCCN1C(=O)CCC1=O)Nc1ccc2c(c1)OCCO2	-3%	-1%	1%	-2%	0	-5%	12	-3%	22%	14%	-4%
O=S(=O)(Nc1ccccc1)c1ccc(NS(=O)(=O)c2c(F)cccc2F)cc1	?	-3%	2%	8%	-4	9%	1	2%	22%	-17%	1%
O=C(c1cnc2sccn2c1=O)N(Cc1ccccc1)c1ccccn1	-1%	-1%	3%	-2%	0	10%	-2	2%	1%	9%	0%
COc1cc(C(=O)OCC(=O)NC2CCCC2)cc(OC)c1OC	nt	1%	1%	-1%	20	-1%	-2	-6%	19%	-13%	-3%
Cc1ccc2cc(C#N)c(SCC(=O)NCC3CCCO3)nc2c1C (stereo not drawn)	10%	nt	1%	1%	nt	-2%	-7	-5%	-9%	73%[activator]	8%
CC(=O)Oc1c(S(=O)(=O)c2ccc(C)cc2)c(C)nn1-c1ccccc1	1%	0%	1%	-3%	7	2%	14	1%	-6%	16%	6%
COc1ccc(CCNC(=O)CSc2nc(=O)[nH]c3c2CCC3)cc1OC	nt	-1%	0%	nt	-3	10%	4	1%	nt	nt	0%
CCOC(=O)c1c[nH]c2c(C)cc(C)cc2c1=O	-3%	0%	1%	6%	-3	-3%	0	1%	-15%	6%	-4%
CCOc1ccc(NS(=O)(=O)c2ccc(C(=O)NCC(c3ccco3)N3CCCC3)cc2)cc1 (stereo not drawn)	nt	4%	2%	nt	7	-1%	2	-1%	nt	nt	?
Cc1cc(C)c(C)c(OCC(=O)O/N=C(\N)c2ccccn2)c1	-13%	-1%	4%	0%	7	-26%	-8	5%	-1%	-1%	?
O=C(COC(=O)c1ccccc1O)NCc1ccc2c(c1)OCO2	nt	0%	-2%	nt	4	5%	13	nt	nt	nt	-1%
CCOc1ccc(-c2nc(C#N)c(N3CCN(Cc4ccccc4)CC3)o2)cc1	1%	-8%	0%	1%	12	-5%	-3	10%	-5%	0%	-13%
O=C(O)c1cccc(S(=O)(=O)NNc2ccccc2C(F)(F)F)c1	nt	5%	?	3%	-10	1%	6	8%	nt	-4%	0%
O=C(Nc1ccc2c(c1)OCCO2)C1CCN(C(=O)c2ccc(Br)cc2)CC1	-18%	-3%	-3%	0%	11	-13%	30	-8%	-6%	-6%	-2%
Cc1cc(C)cc(NC(=O)CCc2ccc(C)o2)c1	nt	3%	1%	4%	-7	3%	26	?	nt	-12%	?
Cc1cccc(C(=O)Nc2ccccc2C(=O)OCC(=O)Nc2ccc(C#N)cc2)c1	-6%	-14%	-12%	2%	-9	-17%	10	1%	?	38%[activator]	?
O=C(COc1ccccc1)Nc1nc2cc3c(cc2s1)OCCO3	-7%	4%	1%	5%	-4	2%	-7	0%	?	144%[activator]	1%
CNc1cc(CS(=O)c2ccccc2)nc(-c2ccccc2)n1 (stereo not drawn)	0%	-3%	-1%	0%	-10	-10%	0	1%	-16%	-7%	4%
Cc1cccc(OCCCn2c(=O)sc3ccccc32)c1	0%	0%	1%	1%	-4	10%	10	5%	-1%	-4%	?
COc1cc(C(=O)OCC(=O)c2cc(C)n(C)c2C)cc(NC(=O)c2ccco2)c1OC	-4%	-7%	3%	3%	0	-10%	-1	-4%	1%	-2%	-1%
Cc1ccc(C2=N/C(=C/N3CCOCC3)C(=O)O2)cc1	2%	-1%	3%	-3%	1	-36%	3	2%	6%	?	7%
CCN(CC)S(=O)(=O)c1cc(OCC(N)=O)c(C)cc1Cl	6%	2%	0%	1%	-4	-11%	4	5%	-4%	9%	-1%
CCCC(=O)Oc1ccc(N(C(=O)CCC)S(=O)(=O)c2cccs2)cc1	1%	-3%	9%	0%	-3	6%	22	-1%	-18%	-3%	-14%
COC(=O)c1cc(CNC(=O)c2cccc(Cl)c2Cl)ccc1OC	-6%	nt	-1%	4%	nt	1%	12	0%	-1%	nt	0%
COc1cc(/C=C/C(=O)O)cc(S(=O)(=O)NC2CC2)c1OC	3%	1%	2%	2%	3	1%	1	-8%	-11%	-16%	1%
Nc1c(Cl)cc(C2=NCCn3nc4cc(C(F)(F)F)ccc4c32)cc1Cl	nt	-14%	-2%	nt	-3	-29%	-6	13µM*	nt	nt	-16%
CCOC(=O)c1[nH]c2ccccc2c1NC(=O)NC1CCCCC1	-6%	4%	1%	-1%	-3	?	-8	1%	0%	-4%	-1%
COc1ccccc1-c1c(C)oc2c(CN3CCOCC3)c(O)ccc2c1=O	nt	16%	3%	-1%	6	8%	1	1%	-17%	6%	4%
COc1ccccc1N1CCN(C(=O)c2coc(=O)c(Br)c2)CC1	2%	nt	3%	0%	-2	?	-5	-3%	nt	nt	1%
COc1cc(/C=N/NC(=O)c2cccnc2)ccc1OS(=O)(=O)c1ccc(F)cc1	8%	-2%	0%	2%	4	-3%	2	7%	26%	16%	7%
Cc1cc(C)nc(-n2nc(C)cc2NC(=O)c2cccc(S(=O)(=O)N3CCCCC3)c2)n1	-3%	nt	-2%	-1%	nt	17%	-6	-12%	-13%	14%	0%
CC1CCN(Cc2ccc(NC(=O)C3CCN(c4nnc(-n5cccc5)s4)CC3)cc2)CC1	-2%	0%	0%	-3%	-8	1%	-1	-1%	-24%	-4%	4%
COc1ccc(Oc2ccc(C(F)(F)F)cc2NC(=O)c2ccc(F)cc2)cc1	0%	-1%	0%	nt	-7	-8%	-1	8%	nt	-3%	?
O=S(=O)(NCCc1ccncc1)c1ccc(F)cc1	nt	-1%	2%	-1%	7	-27%	0	2%	-14%	-3%	2%
Cc1cc(NC(=O)C(C)SCC(=O)NCc2ccc(F)cc2)no1 (stereo not drawn)	nt	2%	2%	nt	0	?	11	2%	nt	nt	8%

Some of the compounds tested, so the mix of outcomes need not match the whole.
